NADH enzymes: blocks coupling enzymes of NAD/NADH assays | actives 0.02% (n = 65,000) | AID 774 | IC50, µM (series often up to 10 µM), inactives show at the top dose inhibition | coupled PK/LDH NADH assays, four targets;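 active means single-dose screening hits from any of four coupled enzyme assays that gave an IC50 when retested across doses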;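 further: the DPM-DC format reads NADH fluorescence rather than 340 nm absorbance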
M1 ag: M1 muscarinic receptor agonism; actives 3% (n = 64,000); B-score at 10 µM; CHO-M1 cells, Fluo-4 calcium fluorescence, agonist mode; stronger effect = higher value;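 active means fluorescence rise, raw or as B-score row- and column-corrected plate score, outside the 99.7% band of its plate's samples, either direction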
HEK293 NFkB inh: lowers PMA/ionomycin-induced NF-kB signal in HEK293 cells | inhibition, % at 3 µM | HEK-293 NF-kB luciferase reporter, luminescence | actives 0.21% (n = 62,000);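 active means inhibition above the mean of all tested compounds plus 3 SD, cut at about 40% in these data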;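 further: 0% = stimulated DMSO wells and 100% = 10 µM reference inhibitor 5653914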
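System – HEK-293 cells with stable firefly luciferase reporter driven by four HIV NF-kB elements · Doses – one dose, 3 µM · Schedule – 1 h compound pre-incubation, 16 h PMA/ionomycin at 37 °C · Technique – luminescence from luciferase substrate reagent · Measure – percent inhibition normalized per plate to DMSO and reference-inhibitor controls · Replicates – tested once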
M1 antag: antagonists of rat M1 muscarinic receptor; B-score at 10 µM; CHO-M1 cells, Fluo-4 calcium, ACh EC80 antagonist mode; stronger effect = lower value; actives 3.4% (n = 64,000); AID 628; P08482;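 active means calcium fluorescence response, raw or row-and-column corrected B-score, differing from the plate sample mean either way at a set confidence level, mostly lower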
D1 mod: allosterically modulates the human D1 dopamine receptor. P21728. B-score at 10 µM. HEK293 D1, CRE-luciferase, dopamine EC30 potentiation; actives deviate in either direction. AID 641. actives 5.9% (n = 58,000);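 active means luminescence count or its row- and column-corrected plate score outside the 99.7% band of the plate's sample wells, on either side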
Target sequence (P21728 whole entry, looked up): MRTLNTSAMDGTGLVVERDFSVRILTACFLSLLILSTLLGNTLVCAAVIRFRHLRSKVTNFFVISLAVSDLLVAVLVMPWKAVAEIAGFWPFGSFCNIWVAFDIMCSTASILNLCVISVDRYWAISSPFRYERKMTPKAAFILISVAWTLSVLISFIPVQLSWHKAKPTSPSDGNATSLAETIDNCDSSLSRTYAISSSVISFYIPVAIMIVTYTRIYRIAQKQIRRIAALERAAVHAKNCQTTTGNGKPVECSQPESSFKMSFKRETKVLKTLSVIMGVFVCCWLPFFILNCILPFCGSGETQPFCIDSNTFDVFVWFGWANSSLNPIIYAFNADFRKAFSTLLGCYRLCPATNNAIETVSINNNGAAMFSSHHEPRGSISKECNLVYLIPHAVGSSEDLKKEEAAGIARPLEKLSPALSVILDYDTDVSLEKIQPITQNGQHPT
SF1 activator: activators of human nuclear receptor SF-1. CHO-K1 Gal4-SF-1 LBD luciferase reporter; % increase over DMSO SF-1-specific signal. actives 1.9% (n = 65,000). activation, % at 10 µM;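 active means activation above the mean activation of all tested compounds plus 3 SD, cut at about 50% in these data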
Target sequence (Q13285 whole entry, looked up, the tested form may be a part): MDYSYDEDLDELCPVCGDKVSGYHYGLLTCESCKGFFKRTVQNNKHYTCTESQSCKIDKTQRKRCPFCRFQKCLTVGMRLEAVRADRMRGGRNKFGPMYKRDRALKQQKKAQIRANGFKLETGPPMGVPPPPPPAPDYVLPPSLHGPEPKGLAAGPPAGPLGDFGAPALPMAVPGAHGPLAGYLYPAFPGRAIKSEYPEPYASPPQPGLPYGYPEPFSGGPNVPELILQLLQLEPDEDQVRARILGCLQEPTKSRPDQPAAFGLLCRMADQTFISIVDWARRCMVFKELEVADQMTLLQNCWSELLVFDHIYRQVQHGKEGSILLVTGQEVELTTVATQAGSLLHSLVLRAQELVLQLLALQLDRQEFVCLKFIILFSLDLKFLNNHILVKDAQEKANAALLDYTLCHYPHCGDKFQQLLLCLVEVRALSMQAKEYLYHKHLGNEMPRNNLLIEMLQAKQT
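Material: Gal4–SF-1 LBD one-hybrid luciferase reporter in CHO-K1 cells | Amount: 4,000 cells per well | Compound dosing: 10 µM single point, 1% DMSO | Schedule: 20 h compound treatment, 37 °C | Measured by: SteadyLite luciferase luminescence | Evaluation: Percent activation versus DMSO | Control set: DMSO-treated SF-1-transfected cells as negative, DMSO-treated mock-transfected cells lacking SF-1 as background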
Jurkat tox 60K: cytotoxic compounds reducing Jurkat cell viability; actives 1.2% (n = 56,000); inhibition, % at 4 µM; Jurkat E6.1 viability, ATP luminescence, 48 h;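 active means inhibition above the mean inhibition of all tested compounds plus 3 SD, cut at about 28% in these data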
tolC growth inh: blocks growth of E. coli BW25113 tolC mutant; OD615; actives 2.2% (n = 65,000); growth inhibition, % at 10 µM (by protocol);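 active means growth inhibition at or above a cutoff equal to the mean over every tested compound plus 3 SD, cut at about 60% in these data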;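 further: growth measured after 20 h incubation at 37 °C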
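Test system – E. coli BW25113 ΔtolC::kan, tolC deletion mutant strain · Detection – OD at 615 nm · Buffer or medium – LB with kanamycin 50 µg/mL · Times – 20 h compound exposure of bacteria at 37 °C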
TNAP act DEA: human TNAP activation, intermediate phosphate acceptor; 64,000 tested, under 10 active; activation factor at 20 µM; AID 813; purified TNAP, CDP-star luminescence, 100 mM DEA, 30 min; stronger effect = higher value; scale: 0 levamisole-inhibited, 1 vehicle-only enzyme; P05186;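 active means activation factor of at least 2 at 20 µM, relative to controls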
* marks the source's active call; other numbers are inactive results; . = no result given; [ ] = another dose, or the depositor's remark.

SMILES | NADH enzymes | M1 ag | HEK293 NFkB inh | M1 antag | D1 mod | SF1 activator | Jurkat tox 60K | tolC growth inh | TNAP act DEA
COC(=O)c1cc(NS(=O)(=O)c2ccc(OC)c(OC)c2)ccc1Cl | 6.0% | . | 22.5 | . | 0.156 | -0.9 | -1.4 | 10.2 | 0.9
Cc1ccc(-c2nc(NC(=O)CSc3nnc(C)s3)ns2)cc1 | 3.0% | -0.804 | 4.7 | -0.147 | 2.72 | 3.5 | -6.7 | 8.4 | 0.9
O=C(O)CN1C(=O)CNC1=O | 2.0% | 0.987 | 10.6 | -0.743 | 0.0228 | -16.8 | -5.5 | -13.9 | 0.9
CN(C=O)CP(=O)(O)CCN1CCCC1=O | 2.0% | 0.287 | 12.8 | 0.0219 | 0.599 | -13.0 | -4.4 | -16.3 | 1
COC(=O)CN1C(=O)C(O)(CC(=O)c2ccc(C)cc2)c2ccccc21 (configuration not stated) | 10.0% | -0.0356 | 6.5 | 0.277 | . | 1.0 | 4.2 | -9.8 | 0.9
CCCCSc1nc(CCC)cc(=O)[nH]1 | 2.0% | 1.55 | . | 0.00982 | 5.25* | . | . | 25.6 | 0.8
CCOC(=O)CNC(=O)C(Cc1ccccc1)NS(=O)(=O)c1cccs1 (configuration not stated) | 3.0% | 0.0223 | 19.2 | -1.02 | . | -0.2 | . | -5.1 | 1
CCC(C)(C)NC(=O)C(c1cccn1C)N(C(=O)Cn1nnc2ccccc21)c1ccc(OC)cc1 (configuration not stated) | 4.0% | 0.0972 | 3.8 | -0.381 | 1.7 | 6.3 | -8.1 | 0.7 | 0.9
COc1cc(C2C3C(=O)N(Cc4ccccc4)C(=O)C3ON2c2ccccc2)cc(OC)c1O (configuration not stated) | 5.0% | 0.606 | 7.3 | 1.63 | -0.12 | 0.8 | 6.6 | 22.4 | 0.8
O=C(NCCCN1CCOCC1)c1cc2cc(Cl)cc(Cl)c2oc1=O | 2.0% | 0.00186 | 3.7 | -0.445 | -0.349 | -5.8 | 1.2 | -3.3 | 0.9
CC1(C)Cc2c(c(N3CCOCC3)nc3snc(N)c23)CO1 | 0.0% | -0.363 | . | -0.0342 | . | -13.3 | . | 11.1 | 1
CCc1ccccc1-n1cnc2cc(C(=O)O)ccc21 | 5.0% | 0.0348 | 9.1 | 0.5 | -0.282 | 24.0 | -6.2 | -2.5 | 0.9
N#Cc1ccc(-c2cccnc2)nc1SCC(=O)Nc1sc2c(c1C#N)CCC2 | 45.0% | 1.56 | . | 0.882 | 1.38 | -23.8 | . | 4.9 | 0.9
CC(=O)Nc1ccc(S(=O)(=O)N2CCN(S(=O)(=O)N3CCCCCC3)CC2)cc1 | 4.0% | -0.0396 | 3.0 | 0.523 | -0.868 | 2.1 | -0.7 | -7.4 | 0.9
CCC(C)(NC(=O)c1ccc(=O)[nH]c1)C(=O)NC1CCCC1 (configuration not stated) | 3.0% | -0.623 | 7.4 | 0.158 | -1.13 | -8.6 | 2.9 | -18.3 | 1
COC(=O)c1c(C(=O)NCc2ccccc2)ncn1CC(O)COc1ccccc1 (configuration not stated) | 5.0% | -0.235 | 20.7 | 0.391 | 0.00816 | -1.5 | 6.5 | 5.6 | 0.9
O=C(C1CCCN(S(=O)(=O)c2ccc(F)cc2)C1)N(Cc1cccs1)C1CC1 (configuration not stated) | 5.0% | -0.392 | 12.2 | -0.402 | -0.265 | -20.9 | . | 28.1 | 1
CC1Cc2ccccc2N1C(=O)CSc1nnc(Cn2nnc3ccccc32)n1C (configuration not stated) | 4.0% | 0.0921 | 1.6 | -0.231 | -0.582 | 15.0 | -0.1 | 7.5 | 0.9
CC1CCN(c2ccc(NC(=O)c3cccnc3)cc2)CC1 | 9.0% | -0.117 | -12.6 | 0.0237 | -0.094 | 58.9* | 4.1 | 1.7 | 0.9
COc1ccc(CNc2oc(-c3cccc4ccccc34)nc2C#N)cc1 | 1.0%[fluoresces] | -0.356 | 14.3 | 0.601 | . | 0.4 | -3.8 | 47.0 | 0.9
CSc1nnc2c(n1)OC(c1cccn1C)N(C(C)=O)c1ccccc1-2 (configuration not stated) | 1.0% | 0.358 | 10.2 | -5.71* | -0.748 | 6.0 | -8.2 | -1.9 | 1
CCOC(=O)C(C)Oc1cccc2c(=O)n(CC(=O)N3CCc4ccccc43)ccc12 (configuration not stated) | 4.0% | 0.649 | 21.1 | 0.307 | 0.245 | -17.6 | 0.1 | 12.1 | 0.9
Cc1cccc2cc(CN(Cc3ccc(F)cc3)Cc3nnnn3C3CCCC3)c(=O)[nH]c12 | 6.0% | -0.0156 | 13.5 | -0.336 | 0.038 | 27.3 | -0.7 | -0.5 | 0.9
Cc1ccccc1Cn1ccc(NC(=O)c2cc3nc(-c4ccco4)cc(C(F)(F)F)n3n2)n1 | 8.0%[fluoresces] | 0.00336 | 4.5 | 0.188 | -0.133 | 5.4 | -2.3 | -33.9 | 0.9
O=c1oc2ccccc2cc1-c1cn2cccnc2n1 | 20.0%[fluoresces] | 0.906 | -18.4 | -0.271 | -3 | 36.5 | 10.4 | 0.0 | 1
COc1ccccc1NC(=O)N(Cc1ccco1)Cc1cc2cc(C)cc(C)c2[nH]c1=O | 8.0% | 0.912 | 22.8 | -0.396 | 2.54 | 29.2 | 13.7 | 17.9 | 1
COc1ccc(C2N=C(N)N=C(N)N2c2ccccc2)cc1OC (configuration not stated) | 2.0% | -0.16 | 3.1 | -0.181 | -3.55* | -5.8 | 8.8 | 5.0 | 1.1
CN(C)CCN1C(=O)C(=O)/C(=C(/O)c2ccc(F)cc2)C1c1ccccc1 (configuration not stated) | 8.0% | -0.191 | 13.0 | -0.139 | -0.455 | -9.9 | 9.0 | -6.3 | 0.9
Cc1nc2cc(-c3ccc(F)cc3)nn2c(N2CCOCC2)c1C | 5.0% | 0.07 | 15.6 | -0.174 | 3.86 | 27.2 | -3.8 | 9.5 | 0.9
N=c1c(C(=O)NC2CCCCC2)cc2c(=O)n3ccccc3nc2n1CCN1CCOCC1 | 3.0%[fluoresces] | 0.609 | 13.7 | 0.195 | 0.219 | -8.8 | -2.5 | -15.3 | 0.9
Cc1csc2nc3ccccc3c(=O)n12 | 6.0% | 0.836 | 13.2 | -0.573 | 0.339 | 7.3 | . | 18.3 | 0.9
CC(C[N+](C)(C)C)OC(N)=O (configuration not stated) | 2.0% | 67.7* | . | -15* | 0.394 | -6.2 | . | 7.7 | 0.9
O=C(O)CCCC(=O)N1CCN(c2cccc(Cl)c2)CC1 | 4.0% | 1.3 | 3.3 | 1.22 | -1.12 | -14.8 | -5.0 | -6.3 | 1
c1ccc2c3c([nH]c2c1)-c1[nH]ncc1CC3 | 5.0% | 0.0429 | 3.5 | 0.402 | 0.192 | 22.4 | 2.9 | 7.3 | 0.9
COc1ccc(OC)c(NC(=O)c2cc3n(n2)C(C(F)(F)F)CC(c2ccc4c(c2)OCO4)N3)c1 (configuration not stated) | 2.0% | -0.41 | 20.8 | -2.48 | 1.57 | -12.5 | 5.7 | 30.6 | 0.9
COC(=O)CN(c1cccc(C(C)=O)c1)S(C)(=O)=O | 6.0% | -0.13 | 9.5 | 1.49 | 0.409 | -1.0 | -0.5 | -17.3 | 1
CCc1nnc(NC(=O)CSc2nnc(CNc3cccc(C)c3)n2-c2ccccc2)s1 | 3.0% | 0.121 | -2.5 | -0.0912 | 0.00794 | 5.5 | -4.9 | 11.8 | 0.9
CCCCOC(=O)C1=C(C)NC2=C(C(=O)CCC2)C1c1cc(OC)ccc1OC (configuration not stated) | 2.0% | -0.0854 | 8.1 | -0.255 | 0.0411 | 15.3 | -2.0 | 10.1 | 1
COC(=O)c1sccc1NC(=O)c1cc2c(s1)CCCC2 | 2.0% | 0.899 | 0.8 | . | -0.962 | 16.0 | -5.9 | 61.2* | 0.9
CC1CCCCC1NC(=O)Cn1c(CN2CCCCC2)nc2ccccc2c1=O (configuration not stated) | 5.0% | -0.529 | 6.8 | 0.346 | -0.552 | 18.5 | -6.2 | 8.1 | 0.9

Given as tab-separated lines: entries from further up.
Molecule	NADH enzymes	M1 ag	HEK293 NFkB inh	M1 antag	D1 mod	SF1 activator	Jurkat tox 60K	tolC growth inh	TNAP act DEA
O=C(O)CCCC(=O)N1CCN(c2cccc(Cl)c2)CC1	4.0%	1.3	3.3	1.22	-1.12	-14.8	-5.0	-6.3	1
c1ccc2c3c([nH]c2c1)-c1[nH]ncc1CC3	5.0%	0.0429	3.5	0.402	0.192	22.4	2.9	7.3	0.9

(further entries)
SMILES | NADH enzymes | M1 ag | HEK293 NFkB inh | M1 antag | D1 mod | SF1 activator | Jurkat tox 60K | tolC growth inh | TNAP act DEA
COc1ccccc1C1SCCN1S(C)(=O)=O (configuration not stated) | 2.0% | 0.444 | 12.2 | -0.101 | -0.176 | 4.5 | 0.5 | -16.6 | 0.9
Cc1ccc(-n2ncc3c(=O)n(CC(=O)NC4CCCCC4)cnc32)cc1C | 3.0% | -1.08 | 0.9 | -0.303 | -0.0733 | 12.2 | 6.2 | -18.4 | 0.9
CCOC(=O)CSc1ncnc2c1cnn2-c1ccc(C)cc1 | 4.0% | -0.614 | 11.6 | -0.506 | -0.984 | -9.5 | -6.6 | -11.0 | 0.8
CN(C)c1ccc(NC(=S)c2ccccn2)cc1 | 4.0% | 0.861 | 36.0 | -0.32 | -6.2* | -86.1 | 1.0 | 6.0 | 0.9
CCOc1ccc(-c2nnc(SCc3nnc(-c4ccccc4)o3)n2-c2ccccc2F)cc1 | 3.0% | 0.0259 | 21.8 | 0.178 | 0.624 | 4.8 | 0.1 | 19.1 | 1
Cc1ccc(C(=O)N2CCN(c3ccccc3)CC2)cc1C | 9.0% | -0.394 | 7.0 | 0.41 | . | 10.9 | 3.9 | 5.5 | 0.9
COc1cccc(N2C(N)=NC(N)=NC2(C)C)c1 | 4.0% | -0.308 | 9.5 | -0.658 | -0.161 | 12.2 | 66.4* | -5.7 | 0.9
CCN(CC)CCCn1c(C)cc2c(c1=O)C(c1cc(OC)c(OC)cc1OC)C(C#N)=C(N)O2 (configuration not stated) | 3.0% | -0.407 | 19.0 | -10.6* | -0.255 | -2.1 | -1.3 | -6.6 | 0.9
CCOC(=O)N1CCN(S(=O)(=O)c2cc(Br)cc3c2N(C(C)=O)C(C)C3)CC1 (configuration not stated) | 2.0% | -0.035 | 4.8 | 0.126 | 0.514 | 4.5 | . | 25.2 | 1
O=C(O)c1ccc(NS(=O)(=O)c2cccc3cccnc23)cc1 | 1.0% | -0.637 | 15.1 | 0.113 | . | -9.6 | 4.3 | -2.9 | 1
O=C(NC1CCCCC1)N1CCC(n2c(=O)[nH]c3ccccc32)CC1 | 5.0% | 1.22 | 10.1 | 0.27 | . | -18.3 | -0.5 | 2.8 | 0.9
Cc1cc(SCC(=O)NC(=O)NCc2ccco2)nc2ccccc12 | 5.0% | -0.318 | 6.9 | 1.28 | -0.0678 | -0.1 | 8.8 | 17.5 | 1
O=S(=O)(Nc1ccc(O)cc1)c1cccc2cccnc12 | 4.0% | 0.937 | 6.8 | -0.082 | 1.15 | -12.8 | -5.3 | -11.6 | 0.9
CCCC(=O)Nc1cccc(-c2nc3ccccc3o2)c1 | 2.0% | -1.38 | -7.3 | -0.397 | 0.0301 | 35.4 | -0.7 | 13.4 | 0.9
O=C(CC1SC2=NCCN2C1=O)Nc1ccc(Cl)cc1 (configuration not stated) | 10.0% | 0.525 | 1.5 | -0.196 | -0.29 | -0.1 | 4.8 | -21.1 | 1
